Compound activity from PubChem BioAssay.
Mtb BioA inh – inhibitors of Mycobacterium tuberculosis BioA enzyme | purified M. tuberculosis BioA enzyme, plate reader | inhibition, % at 9.99 µM | actives 0.096% (n = 360,000) | AID 602481; in the data active = inhibition above about 40%
Starred values were filed as active, the others as inactive.

entry | compound | Mtb BioA inh
1 | CC(C)NC(=O)N(C)C[C@H]1Oc2cc(C3=CCCC3)ccc2S(=O)(=O)N([C@@H](C)CO)C[C@@H]1C | 0.5
2 | C[C@H](CO)N1C[C@H](C)[C@@H](CN(C)CC2CC2)Oc2ccc(NS(=O)(=O)c3cccs3)cc2C1=O | 1.1
3 | CCCNC(=O)C[C@@H]1C[C@H]2c3cc(NS(=O)(=O)c4ccccc4)ccc3O[C@H]2[C@@H](CO)O1 | -0.7
4 | C[C@@H](NC(=O)C[C@H]1C[C@@H]2c3cc(NC(=O)C4CCC4)ccc3O[C@@H]2[C@@H](CO)O1)c1ccccc1 | 2.0
5 | C[C@@H]1CN([C@H](C)CO)C(=O)c2cccc(NC(=O)C3CC3)c2O[C@@H]1CN(C)Cc1ccc(C(F)(F)F)cc1 | 4.5
6 | C[C@@H]1CN([C@@H](C)CO)C(=O)c2cc(NS(=O)(=O)c3ccccc3)ccc2O[C@@H](C)CCCCO[C@@H]1CN(C)Cc1ccc(C(F)(F)F)cc1 | -1.0
7 | CNC[C@@H]1Oc2ccc(NC(=O)CCCN(C)C)cc2C(=O)N([C@@H](C)CO)C[C@H]1C | -2.2
8 | O=C(C[C@H]1CC[C@H](NC(=O)C2CC2)[C@@H](CO)O1)Nc1nccs1 | 2.8
9 | C[C@@H]1CCCCO[C@@H](CN(C)C(=O)Cc2ccccc2)[C@@H](C)CN([C@@H](C)CO)C(=O)c2cc(NS(=O)(=O)c3ccccc3)ccc2O1 | 0.0
10 | C[C@@H]1CCCCO[C@@H](CN(C)Cc2ccc(Cl)c(Cl)c2)[C@@H](C)CN([C@H](C)CO)C(=O)c2cc(NC(=O)C3CCCCC3)ccc2O1 | -4.2
11 | C[C@H](NC(=O)C[C@H]1C=C[C@H](NC(=O)C2CCC2)[C@H](CO)O1)c1ccccc1 | -1.2
12 | C[C@@H]1CN([C@@H](C)CO)C(=O)c2cc(NS(=O)(=O)c3ccccc3)ccc2O[C@@H](C)CCCCO[C@@H]1CN(C)C(=O)c1ccncc1 | 0.2
13 | Cc1noc(C)c1NC(=O)Nc1cccc2c1O[C@H](CN(C)C(=O)Nc1ccc(C(F)(F)F)cc1)[C@H](C)CN([C@@H](C)CO)C2=O | 3.5
14 | C/C=C/c1ccc2c(c1)O[C@H](CN(C)C(=O)CN(C)C)[C@H](C)CN([C@H](C)CO)S2(=O)=O | -1.7
15 | CCNC(=O)C[C@H]1CC[C@@H]2[C@H](COC[C@@H](O)CN2C(=O)Nc2cccc(OC)c2)O1 | 10.2
16 | COc1ccc(S(=O)(=O)N[C@@H]2CC[C@H](CCNC(=O)c3ccccc3F)O[C@H]2CO)cc1 | 0.1
17 | O=C(Nc1ccccc1)N1CCCCN2[C@H](CO)[C@@H](c3ccc(-c4ccccc4F)cc3)[C@H]2C1 | -1.1
18 | CNC(=O)C[C@@H]1CC[C@H]2[C@H](COc3ccc(NC(=O)Nc4ccccc4)cc3C(=O)N2C)O1 | -0.3
19 | O=C(Cc1ccccn1)NCC[C@H]1CC[C@H](NC(=O)Nc2ccc(F)cc2)[C@@H](CO)O1 | -3.7
20 | C[C@H](CO)N1C[C@H](C)[C@H](CN(C)C(=O)Nc2ccccc2)Oc2cc(-c3cccc(C(=O)N(C)C)c3)ccc2S1(=O)=O | -1.4

Down the list, quoted from above.
Nos. 3–8 in Mtb BioA inh: -0.7, 2.0, 4.5, -1.0, -2.2, 2.8

(continued)
entry | compound | Mtb BioA inh
21 | N#Cc1cccc(-c2ccc3c(c2)[C@@H]2[C@@H](CCN2S(=O)(=O)c2cccc(F)c2)[C@@H](CO)N3)c1 | 3.0
22 | CCCC#Cc1ccc2c(c1)O[C@H](CN(C)C(=O)c1ccccc1)[C@H](C)CN([C@@H](C)CO)S2(=O)=O | 2.2
23 | O=C(C[C@H]1CC[C@@H]2[C@H](COC[C@@H](O)CN2Cc2cccc(Cl)c2)O1)Nc1nccs1 | 1.3
24 | O=S(=O)(Cc1ccccc1)N1CCCCN2[C@H](CO)[C@H](c3ccc(-c4cccnc4)cc3)[C@@H]2C1 | 1.1
25 | COc1cccc(C(=O)Nc2ccc3c(c2)C(=O)N(C)C[C@@H](OC)[C@H](C)CN(C(=O)C2CCOCC2)[C@H](C)CO3)c1 | 0.5
26 | CCC(=O)N(C)C[C@H]1Oc2cc(C#Cc3ccccc3)ccc2S(=O)(=O)N([C@H](C)CO)C[C@@H]1C | 1.4
27 | CO[C@@H]1CN(C)C(=O)c2cc(NS(=O)(=O)c3ccc(C)cc3)ccc2OC[C@@H](C)NC[C@@H]1C | -1.7
28 | C[C@H](CO)N1C[C@H](C)[C@H](CN(C)Cc2ccc(C(F)(F)F)cc2)Oc2ccc(NC(=O)CCC(F)(F)F)cc2CC1=O | 3.5
29 | CN(C)CCCNC(=O)C[C@@H]1C=C[C@H](NS(=O)(=O)c2ccc(F)cc2)[C@@H](CO)O1 | 5.1
30 | CN1c2ccc(-c3ccccc3)cc2[C@H]2[C@H](CCN2C(=O)c2cccc(F)c2)[C@@H]1CO | 3.1
31 | CO[C@H]1CN(C)C(=O)c2cc(NC(=O)Nc3ccc(Cl)cc3)ccc2OC[C@@H](C)NC[C@H]1C | 0.8
32 | CC(C)NC(=O)N[C@@H]1CC[C@@H](CCn2cc(-c3ccc(F)cc3)nn2)O[C@@H]1CO | -1.0
33 | CCC(=O)N1C[C@H](C)[C@@H](OC)CN(C)C(=O)c2cc(NC(=O)C3CC3)ccc2OC[C@H]1C | 6.1
34 | COc1cccc(-c2ccc3c(c2)[C@@H]2[C@@H](CCN2C(=O)c2ccc(F)cc2)[C@@H](CO)N3)c1 | 3.5
35 | COc1ccccc1CNC(=O)C[C@H]1C[C@@H]2c3cc(NS(=O)(=O)c4ccc(F)cc4)ccc3O[C@@H]2[C@@H](CO)O1 | -0.6
36 | COc1cccc(-c2cn(CC[C@H]3CC[C@H](NC(C)=O)[C@@H](CO)O3)nn2)c1 | 0.6
37 | C[C@H]1CN([C@@H](C)CO)C(=O)c2cc(-c3cccc(F)c3)cnc2O[C@H]1CN(C)C(=O)C1CCOCC1 | -0.7
38 | COc1ccc(S(=O)(=O)Nc2ccc3c(c2)CC(=O)N([C@@H](C)CO)C[C@@H](C)[C@H](CN(C)C(=O)NC(C)C)O3)cc1 | 5.3
39 | O=C(N[C@@H]1C=C[C@@H](CC(=O)N2CCCCC2)O[C@@H]1CO)c1cccc(F)c1 | -4.3
40 | Cc1noc(C)c1S(=O)(=O)Nc1ccc2c(c1)C(=O)N([C@@H](C)CO)C[C@H](C)[C@H](CN(C)CC1CCCCC1)OCCCC[C@H](C)O2 | 1.3
41 | Cc1noc(C)c1NC(=O)N(C)C[C@@H]1Oc2c(NS(=O)(=O)c3ccc(Cl)cc3)cccc2C(=O)N([C@H](C)CO)C[C@H]1C | -0.7
42 | Cc1ccc(S(=O)(=O)N2C[C@H](O)COC[C@H]3O[C@H](CC(=O)NCC4CCCCC4)CC[C@@H]32)cc1 | -0.2
43 | Cc1noc(C)c1S(=O)(=O)Nc1ccc2c(c1)CC(=O)N([C@H](C)CO)C[C@@H](C)[C@@H](CN(C)C(=O)Nc1ccc(C(F)(F)F)cc1)O2 | 0.8
44 | COc1ccc(NC(=O)N(C)C[C@H]2Oc3c(NS(=O)(=O)c4ccc(OC)cc4)cccc3C(=O)N([C@H](C)CO)C[C@H]2C)cc1 | 3.4
45 | COc1cccc(S(=O)(=O)Nc2ccc3c(c2)[C@@H]2C[C@H](CC(=O)N(C)C)O[C@H](CO)[C@@H]2O3)c1 | 1.0
46 | CC=Cc1ccc2n(c1=O)C[C@H]1[C@H](CO)[C@@H](C(=O)Nc3ccccc3)[C@@H]2N1C(=O)CC1CC1 (mixture of isomers) | 0.8
47 | CN1c2ccc(-c3ccccc3F)cc2[C@@H]2[C@@H](CCN2C(=O)c2ccccn2)[C@H]1CO | 0.5
48 | O=C(Nc1ccccc1F)N1CCCCN2[C@H](CO)[C@@H](c3ccc(C#Cc4cccnc4)cc3)[C@H]2C1 | 3.5
49 | COc1ccccc1-c1ccc([C@H]2[C@H](CO)N3CCCCN(C(=O)NC4CCCC4)C[C@@H]23)cc1 | 1.2
50 | CO[C@H]1CN(C)C(=O)c2cc(NC(=O)C3CCC3)ccc2OC[C@@H](C)N(Cc2ccccn2)C[C@@H]1C | 2.5

4 compounds drawn at random from the list so far:
entry | compound | Mtb BioA inh
41 | Cc1noc(C)c1NC(=O)N(C)C[C@@H]1Oc2c(NS(=O)(=O)c3ccc(Cl)cc3)cccc2C(=O)N([C@H](C)CO)C[C@H]1C | -0.7
45 | COc1cccc(S(=O)(=O)Nc2ccc3c(c2)[C@@H]2C[C@H](CC(=O)N(C)C)O[C@H](CO)[C@@H]2O3)c1 | 1.0
42 | Cc1ccc(S(=O)(=O)N2C[C@H](O)COC[C@H]3O[C@H](CC(=O)NCC4CCCCC4)CC[C@@H]32)cc1 | -0.2
49 | COc1ccccc1-c1ccc([C@H]2[C@H](CO)N3CCCCN(C(=O)NC4CCCC4)C[C@@H]23)cc1 | 1.2

More records
entry | compound | Mtb BioA inh
51 | C[C@H](CO)N1C[C@H](C)[C@H](CN(C)Cc2ccc(C(=O)O)cc2)Oc2c(NS(C)(=O)=O)cccc2C1=O | -1.1
52 | C[C@@H]1CN([C@@H](C)CO)C(=O)c2cc(NS(=O)(=O)c3cn(C)cn3)ccc2O[C@H]1CN(C)Cc1ccc(Cl)c(Cl)c1 | 3.3
53 | C[C@@H]1CN([C@H](C)CO)C(=O)Cc2cc(NC(=O)C3CCCCC3)ccc2O[C@@H]1CN(C)S(=O)(=O)c1cccs1 | 3.7
54 | C[C@@H]1CCCCO[C@H](CN(C)S(=O)(=O)c2ccc(Cl)cc2)[C@@H](C)CN([C@H](C)CO)C(=O)c2cc(NS(C)(=O)=O)ccc2O1 | 1.0
55 | CO[C@H]1CN(C)C(=O)c2cc(NC(=O)Nc3cccc(Cl)c3)ccc2OC[C@H](C)NC[C@H]1C | 0.4
56 | CO[C@@H]1CN(C)C(=O)c2ccc(NS(=O)(=O)c3ccc(-c4ccccc4)cc3)cc2OC[C@H](C)NC[C@@H]1C | -0.2
57 | CNC[C@@H]1Oc2c(NS(=O)(=O)c3ccccc3)cccc2C(=O)N([C@H](C)CO)C[C@H]1C | 0.5
58 | C[C@@H]1CN([C@@H](C)CO)C(=O)Cc2cc(NS(=O)(=O)c3ccc(Cl)cc3)ccc2O[C@@H]1CN(C)CC1CC1 | 6.1
59 | COCCNC(=O)C[C@@H]1CC[C@@H]2[C@H](COc3ccc(NC(=O)Nc4ccccc4)cc3C(=O)N2C)O1 | 11.8
60 | CN1C(=O)c2cc(NC(=O)Cc3ccccc3)ccc2OC[C@H]2O[C@H](CC(=O)NCC3CC3)CC[C@H]21 | -1.0

Next part (3 carried over from the part before).
entry | compound | Mtb BioA inh
58 | C[C@@H]1CN([C@@H](C)CO)C(=O)Cc2cc(NS(=O)(=O)c3ccc(Cl)cc3)ccc2O[C@@H]1CN(C)CC1CC1 | 6.1
59 | COCCNC(=O)C[C@@H]1CC[C@@H]2[C@H](COc3ccc(NC(=O)Nc4ccccc4)cc3C(=O)N2C)O1 | 11.8
60 | CN1C(=O)c2cc(NC(=O)Cc3ccccc3)ccc2OC[C@H]2O[C@H](CC(=O)NCC3CC3)CC[C@H]21 | -1.0
61 | C[C@H](CO)N1C[C@H](C)[C@H](CN(C)C(=O)C2CCC2)Oc2ncc(/C=C/c3ccccc3)cc2C1=O | 0.2
62 | C/C=C/c1ccc([C@@H]2[C@@H](CO)N(C(C)=O)[C@H]2CNC(=O)c2ccccc2)cc1 | -3.2
63 | CCCNC(=O)C[C@H]1C[C@H]2c3cc(NC(=O)C4CCOCC4)ccc3O[C@H]2[C@@H](CO)O1 | -1.2
64 | C[C@H](CO)N1C[C@H](C)[C@@H](CN(C)Cc2ccc(C(F)(F)F)cc2)OCCCC[C@H](C)Oc2ccc(NC(=O)CCC(F)(F)F)cc2C1=O | -2.1
65 | COc1ccc(S(=O)(=O)Nc2ccc3c(c2)C(=O)N([C@H](C)CO)C[C@@H](C)[C@@H](CN(C)S(=O)(=O)c2ccc(C)cc2)O3)cc1 | -1.2
66 | CCCNC(=O)C[C@@H]1CC[C@@H]2[C@H](COC[C@H](O)CN2C(=O)Nc2c(C)noc2C)O1 | 6.7
67 | COCC(=O)N(C)C[C@@H]1Oc2ncc(C#CC(C)(C)O)cc2C(=O)N([C@@H](C)CO)C[C@@H]1C | -0.9
68 | Cc1noc(C)c1NC(=O)Nc1ccc2c(c1)C(=O)N([C@H](C)CO)C[C@H](C)[C@H](CN(C)S(=O)(=O)c1ccccc1)OCCCC[C@H](C)O2 | 0.5
69 | CCS(=O)(=O)Nc1ccc2c(c1)C(=O)N(C)[C@H]1CC[C@@H](CC(=O)NCc3ccc(OC)cc3)O[C@@H]1CO2 | 8.0
70 | C[C@H](CO)N1C[C@H](C)[C@H](CN(C)C(=O)c2ccccn2)Oc2ncc(C3=CCCC3)cc2C1=O | -6.0
71 | C[C@@H](C(=O)N(C)C[C@@H]1OCc2ccccc2-c2ccccc2C(=O)N([C@@H](C)CO)C[C@@H]1C)c1ccccc1 | 0.6
72 | COC(=O)N(C)C[C@H]1OCc2ccccc2-c2ccccc2C(=O)N([C@@H](C)CO)C[C@H]1C | -0.7
73 | Cc1ccc(S(=O)(=O)N(C)C[C@@H]2OCCCC[C@@H](C)Oc3ccc(NC(=O)CCCN(C)C)cc3C(=O)N([C@H](C)CO)C[C@H]2C)cc1 | 0.1
74 | CNC[C@@H]1Oc2ccc(NC(=O)CCN3CCOCC3)cc2CC(=O)N([C@H](C)CO)C[C@H]1C | -1.5
75 | C/C=C/c1ccc([C@H]2[C@@H](CNC(C)C)N(C(=O)c3ccccn3)[C@H]2CO)cc1 | -2.9
76 | C[C@@H]1CN([C@H](C)CO)C(=O)c2cccc(NC(=O)Nc3ccccc3)c2O[C@@H]1CN(C)Cc1ccc(C(=O)Nc2ccccc2N)cc1 | -2.6
77 | C[C@@H]1CN([C@@H](C)CO)C(=O)c2cccc(NC(=O)c3ccc(-c4nccs4)cc3)c2O[C@H]1CN(C)C(=O)NC1CCCCC1 | -1.4
78 | C[C@@H]1CN([C@@H](C)CO)C(=O)c2cc(C#CC3(O)CCCC3)cnc2O[C@@H]1CN(C)C(=O)Cc1ccccc1 | -0.4
79 | O=C(CN1CCOCC1)N1CCCCN2[C@H](CO)[C@@H](c3ccc(-c4ccccc4)cc3)[C@H]2C1 | 0.4
80 | O=C(Cc1ccccn1)NCC[C@H]1CC[C@H](NC(=O)Nc2ccc(Cl)cc2)[C@H](CO)O1 | -1.9
81 | C[C@H](CO)N1C[C@H](C)[C@H](CN(C)S(=O)(=O)c2ccc(F)cc2)Oc2ncc(-c3ccncc3)cc2C1=O | -1.5

Some of the compounds tested; rates above refer to the full screens.
